NCOA3 inh – inhibits human SRC3 coactivator; Q9Y6Q9; HEK293 GAL4-SRC3 luciferase reporter, luminescence; inhibition, % at 3.6 µM; 0.17% of 360,000 active; AID 588352;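 active means inhibition above a per-campaign cutoff, the mean of all compounds plus 3 SD, cut at about 60% in these data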;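 further: 0% = DMSO-treated cells and 100% = gossypol-treated cells at 36 µM; higher means less SRC3-driven luciferase light from the GAL4 reporter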
EBV LMP1 NFkB – reduces LMP1-driven NF-kappaB luciferase signal | LMP1-induced NF-kappaB luciferase reporter cells, luminescence | 0.69% of 350,000 active | inhibition, % at 12.5 µM; in the data active means inhibition above about 41%;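 further: 0% = neutral control wells and 100% = reference inhibitor control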
Shn3 3UTR inh – Schnurri-3 reporter inhibition in Clone20 osteoblasts | inhibition, % at 12.5 µM | 0.52% of 360,000 active | Clone20 osteoblast Shn3 3'UTR firefly luciferase, 24 h;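 active means mean inhibition of at least 75% with every replicate also reaching 75%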;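 further: 0% = median of neutral control wells and 100% = pilot-screen positive control compound; some compounds past the cut are filed as inactive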
TRAIL sens C8 – caspase-8 TRAIL sensitization | NB7+C8 cells + TRAIL, ATPlite viability luminescence | inhibition (viability loss, TRAIL sensitization), % at 10 µM | 1% of 360,000 active;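 active means compounds causing at least 50% loss of cell viability in the single-dose screen, relative to plate controls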
KKLEB cytotox – counter-screen for CF NF-kB inhibitors: cytotoxicity. KKLEB CF airway cells viability, ATPlite luminescence, overnight; hits give low values; cells stimulated with P. aeruginosa culture filtrate. 0.36% of 360,000 active. activity change (cytotoxicity), % at 5 µM;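 active means corrected activity change at or below -50% at 5 µM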
NR2F2 inh – NR2F2 (human) inhibition, primary screen | 0.7% of 370,000 active | HEK293T NGFI-A luciferase reporter, luminescence | inhibition, % at 8.6 µM | P24468;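 active means inhibition above a per-plate cutoff, mean inhibition of test wells between control levels plus 3 SD, cut at about 38% in these data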;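 further: cells cotransfected with COUP-TFII expression vector driving the NGFI-A reporter; 0% = median of COUP-TF2 test wells and 100% = reporter-only cells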
Target sequence (P24468 whole entry, looked up): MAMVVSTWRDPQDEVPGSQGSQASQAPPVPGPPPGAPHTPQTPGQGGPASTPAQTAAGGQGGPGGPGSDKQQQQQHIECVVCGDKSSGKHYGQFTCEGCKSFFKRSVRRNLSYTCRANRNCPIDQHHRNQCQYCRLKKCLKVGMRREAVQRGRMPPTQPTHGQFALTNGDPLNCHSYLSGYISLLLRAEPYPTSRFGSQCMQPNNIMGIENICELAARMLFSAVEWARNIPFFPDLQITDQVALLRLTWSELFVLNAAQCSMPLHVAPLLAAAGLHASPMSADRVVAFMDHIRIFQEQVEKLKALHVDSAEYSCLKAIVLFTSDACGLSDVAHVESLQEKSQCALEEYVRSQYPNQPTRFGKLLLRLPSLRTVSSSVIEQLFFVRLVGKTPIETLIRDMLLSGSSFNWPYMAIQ
NR5A2 inv ag – suppresses constitutive activity of human LRH-1 | HEK293T StAR-luciferase reporter, LRH-1 transfected, 24 h | inhibition, % at 3.6 µM | 0.13% of 360,000 active | AID 602396;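 active means inhibition above the mean inhibition of all tested compounds plus 3 SD, cut at about 73% in these data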;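 further: 0% = DMSO wells and 100% = reporter-only cells lacking LRH-1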
Target sequence (O00482 whole entry, looked up): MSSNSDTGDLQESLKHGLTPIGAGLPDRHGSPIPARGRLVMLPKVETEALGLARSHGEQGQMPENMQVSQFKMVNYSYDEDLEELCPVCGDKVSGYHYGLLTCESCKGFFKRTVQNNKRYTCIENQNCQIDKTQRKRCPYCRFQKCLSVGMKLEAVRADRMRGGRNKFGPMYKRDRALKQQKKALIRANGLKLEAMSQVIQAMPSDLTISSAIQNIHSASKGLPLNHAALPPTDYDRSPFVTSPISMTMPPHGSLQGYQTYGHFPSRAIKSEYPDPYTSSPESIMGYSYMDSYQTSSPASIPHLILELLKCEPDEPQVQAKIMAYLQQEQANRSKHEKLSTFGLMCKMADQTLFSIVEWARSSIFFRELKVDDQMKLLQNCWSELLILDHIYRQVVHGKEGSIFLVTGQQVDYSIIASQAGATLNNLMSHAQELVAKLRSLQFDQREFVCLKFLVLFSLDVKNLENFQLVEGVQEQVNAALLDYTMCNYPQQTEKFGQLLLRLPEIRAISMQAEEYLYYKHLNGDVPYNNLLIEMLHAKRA
SRC1 inh – inhibitors of human steroid receptor coactivator 1 (SRC1) | Q15788 | HEK293 GAL4-SRC1 luciferase reporter, luminescence | inhibition, % at 3.6 µM | 0.12% of 360,000 active;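 active means inhibition above the campaign mean plus 3 SD, with each screening campaign given its own cutoff, cut at about 60% in these data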;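 further: 0% = DMSO treated cells and 100% = gossypol at 36 µM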
TROY signal inh – blocks TROY-dependent signaling in reporter cells | 0.98% of 360,000 active | Q293 LMP1-TROYcd NF-kB luciferase reporter, 4 h | inhibition, % at 10 µM;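 active means compounds whose plate-normalised and pattern-corrected inhibition of the luciferase reporter signal at the single screening dose is 50% or more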
CF NFkB block – cystic fibrosis NF-kB activation inhibition. KKLEB NF-kB-GFP reporter, PAF-induced, GFP fluorescence overnight. inhibition, % at 5 µM. 0.86% of 360,000 active;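 active means at least 50% inhibition at 5 µM, scaled per plate between neutral and stimulator controls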;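 further: PAF is a Pseudomonas aeruginosa culture filtrate used as stimulus; plate controls were PAF-stimulated DMSO wells for no effect and unstimulated DMSO wells for full effect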
TWEAK-Fn14 inh – blocks TWEAK-Fn14 interaction in a reporter cell assay | TWEAK-stimulated Fn14 reporter cells, luciferase luminescence, 8 h | inhibition, % at 10 µM | 2% of 360,000 active | AID 1159606; in the data active means inhibition above about 50%
Numbers without * were called inactive; x = not tested or not shown. This is a subset. The share of hits here may be higher or lower than overall.

SMILES | NCOA3 inh | EBV LMP1 NFkB | Shn3 3UTR inh | TRAIL sens C8 | KKLEB cytotox | NR2F2 inh | NR5A2 inv ag | SRC1 inh | TROY signal inh | CF NFkB block | TWEAK-Fn14 inh
Cn1c2c(c(=O)n(C)c1=O)C(C(F)(F)F)(C(F)(F)F)N=C(c1ccc(Cl)cc1)N2 | 76.6* | 7.5 | 80.8* | 50.5* | -49.8 | x | 97.5* | 74.5* | 57.1* | 66.8* | 62.1*
C=CCn1nc(-c2ccccc2)c(N2CCCCC2)cc1=O | -2.3 | -3.7 | 11.3 | 7.7 | 3.2 | 3.7 | 14.4 | 1.4 | -25.4 | 4.3 | -10.4
O=C(NC(=S)Nc1cccc(NC(=O)c2ccccc2Cl)c1)c1cccs1 | 12.3 | -6.3 | 12.3 | 18.1 | 7.0 | 17.8 | 8.7 | 1.4 | 8.0 | 10.8 | 28.8
O=C(/C=C/c1ccnc2ccccc12)c1cccs1 | -53.9 | 3.5 | -4.8 | 30.9 | -14.0 | -11.8 | -119.3 | -69.5 | 70.3* | 60.9* | 65.5*
C[C@H](CO)N1C[C@H](C)[C@@H](CN(C)S(=O)(=O)c2cccs2)OCc2cn(nn2)CCCC1=O | 6.8 | 0.1 | 4.8 | -15.2 | -7.2 | -15.0 | -1.2 | -8.0 | -4.6 | 10.5 | -5.5
O=C(O)CCOc1ccc2c(c1)OCCO2 | 11.8 | 9.1 | -6.2 | -12.9 | 0.8 | 6.4 | 9.4 | 10.2 | -2.3 | 2.2 | -16.4
O=C(CCNC(=O)c1ccccc1Cl)NCCC1=CCCCC1 | -31.1 | -3.7 | -34.5 | -2.3 | -3.9 | -3.2 | -25.9 | -21.6 | -36.2 | -10.0 | -2.2
CCc1nnc(NC(=O)C(NS(=O)(=O)c2ccc3c(c2)OCCO3)C(C)C)s1 (stereo not given) | 0.5 | 1.4 | -11.4 | -8.5 | -2.8 | -10.9 | 4.5 | -20.9 | 7.2 | 6.3 | 1.5
COc1ccc2c(c1)OC13CCN(C)CC1C2C(C(=O)c1ccc(F)cc1)C(=O)N3 (stereo not given) | -4.1 | 0.5 | 8.9 | 13.8 | -9.4 | -14.5 | 2.2 | 8.2 | 6.0 | 7.4 | 2.7
COc1ccc(CC(=O)OC2CCCN(C)C2)cc1 (stereo not given) | 0.9 | -4.7 | -23.0 | 2.4 | 10.2 | 7.5 | 0.7 | -4.9 | -5.6 | -26.1 | 8.2
O=S(=O)(c1ccc2c(c1)C(=NO)c1cc(S(=O)(=O)N3CCCCC3)ccc1-2)N1CCCCC1 | 5.8 | 84.8* | 97.7* | 91.1* | -105.8* | 6.9 | 14.3 | -0.9 | -21.9 | 99.9* | 12.6
O=C(Nc1ccc(CSc2ccccc2)cc1)c1ccccc1 | -36.2 | -2.0 | -18.6 | -3.9 | 4.7 | -11.2 | -20.1 | -1.9 | -36.3 | -5.7 | -9.7
COc1ccc(NC(=O)NNC(=O)c2ccccc2-n2cccc2)cc1OC | 1.6 | -1.6 | 12.4 | 3.4 | 5.5 | 12.8 | -0.6 | -10.7 | 4.4 | -2.8 | 1.3
COc1ccc(NC2CCCN(C(=O)CN3CCOC3=O)C2)cc1 (stereo not given) | -9.0 | -17.2 | -2.4 | -7.1 | 10.0 | 7.8 | 2.5 | -19.2 | -22.2 | -1.8 | -5.2
CNc1oc(-c2ccc(Cl)cc2)nc1P(=O)(c1ccccc1)c1ccccc1 | 3.6 | -7.6 | -10.0 | -11.8 | -2.6 | 9.0 | -2.2 | 11.4 | 4.5 | 9.7 | 11.9
CCOc1ccccc1/C=C(/NC(=O)c1ccccc1)C(=O)NC(C)c1ccccc1 (stereo not given) | 15.1 | 0.6 | -11.1 | 18.0 | 9.9 | -9.4 | 25.8 | 14.2 | 3.3 | 3.8 | -7.3
CN(c1ccccc1C(=O)Nc1ccc2ccccc2c1)S(C)(=O)=O | 12.5 | x | 13.3 | -6.9 | -3.0 | -18.2 | -4.0 | 4.3 | -12.8 | -2.6 | -5.3
CC(=O)N(C)c1ccc(NC(=S)Nc2ccc(C(C)C)cc2)cc1 | 8.6 | -5.0 | -6.9 | 3.4 | 12.9 | 13.1 | 13.5 | 4.8 | -8.2 | -14.0 | -16.8
Cc1ccc(C(=O)O/N=C(\N)Cc2cccs2)cc1[N+](=O)[O-] | -13.5 | -7.9 | -39.2 | 9.6 | 5.3 | -25.6 | -59.8 | -16.6 | -25.4 | -3.1 | -33.1
COc1ccccc1Cc1c(-c2ccc(C#N)cc2)nc2ccc(C)cn12 | x | x | x | 19.0 | x | -26.6 | -3.1 | x | -70.8 | x | -34.2
Cc1ccc2cccc(OCC(=O)NCc3ccco3)c2n1 | 0.2 | -3.6 | 1.1 | -4.2 | 6.1 | 5.2 | 13.2 | -0.9 | 4.5 | 3.1 | 2.7
Cc1ccc(S(=O)(=O)N/N=C/c2ccccc2O)cc1[N+](=O)[O-] | -12.0 | -9.3 | -21.4 | -3.6 | 3.4 | 10.7 | -2.6 | -41.9 | -13.6 | -24.7 | -106.3
Cc1cccc(NC(=O)c2ccc(N3CCOCC3)c([N+](=O)[O-])c2)n1 | -75.3 | -19.6 | -60.3 | 10.3 | -16.4 | -11.5 | -53.9 | -73.9 | -15.3 | 7.3 | -24.3
CCCc1nc2nc(C)c(NS(=O)(=O)c3ccc(C(C)(C)C)cc3)c(=O)n2[nH]1 | 14.8 | -5.6 | -16.1 | 0.3 | -0.9 | -1.6 | -0.3 | 6.9 | 25.1 | 0.1 | 47.4
Cc1ccc(C(=O)OCC(=O)NCCc2ccccc2)cc1S(=O)(=O)N1CCOCC1 | -0.4 | -3.7 | 12.7 | -1.0 | 7.8 | 1.1 | -4.2 | -1.1 | 13.4 | 2.8 | 2.3

Rewritten tab-delimited: part of the list above
compound	NCOA3 inh	EBV LMP1 NFkB	Shn3 3UTR inh	TRAIL sens C8	KKLEB cytotox	NR2F2 inh	NR5A2 inv ag	SRC1 inh	TROY signal inh	CF NFkB block	TWEAK-Fn14 inh
Cc1cccc(NC(=O)c2ccc(N3CCOCC3)c([N+](=O)[O-])c2)n1	-75.3	-19.6	-60.3	10.3	-16.4	-11.5	-53.9	-73.9	-15.3	7.3	-24.3
COc1ccc(NC2CCCN(C(=O)CN3CCOC3=O)C2)cc1 (stereo not given)	-9.0	-17.2	-2.4	-7.1	10.0	7.8	2.5	-19.2	-22.2	-1.8	-5.2
CN(c1ccccc1C(=O)Nc1ccc2ccccc2c1)S(C)(=O)=O	12.5	x	13.3	-6.9	-3.0	-18.2	-4.0	4.3	-12.8	-2.6	-5.3
COc1ccccc1Cc1c(-c2ccc(C#N)cc2)nc2ccc(C)cn12	x	x	x	19.0	x	-26.6	-3.1	x	-70.8	x	-34.2
COc1ccc(NC(=O)NNC(=O)c2ccccc2-n2cccc2)cc1OC	1.6	-1.6	12.4	3.4	5.5	12.8	-0.6	-10.7	4.4	-2.8	1.3

Remaining list, next part
SMILES | NCOA3 inh | EBV LMP1 NFkB | Shn3 3UTR inh | TRAIL sens C8 | KKLEB cytotox | NR2F2 inh | NR5A2 inv ag | SRC1 inh | TROY signal inh | CF NFkB block | TWEAK-Fn14 inh
O=C(CSc1nnc(Cc2ccccc2)n1-c1cccc(Cl)c1)N1CCOCC1 | 8.9 | 0.2 | 14.4 | 16.5 | -0.5 | 16.4 | 8.9 | -5.6 | -20.7 | -1.2 | -2.6
COc1ccc(S(=O)(=O)N2CCC(C(=O)NCC3CCCO3)CC2)cc1OC (stereo not given) | -1.1 | -1.5 | -7.1 | 1.9 | -6.5 | 14.4 | -10.6 | 1.5 | -13.9 | 2.4 | -1.4
COc1ccccc1C(=O)C1CCCN(C(=O)C2CCCC2)C1 (stereo not given) | 12.7 | -15.3 | -20.4 | 5.1 | -2.5 | 10.2 | 13.3 | 2.1 | -20.4 | -15.0 | -25.3
Cc1cccc(NC(=S)NCCc2ccc(F)cc2)c1C | -5.2 | -6.6 | -0.2 | -3.4 | -15.9 | 2.5 | -3.1 | -4.5 | -21.3 | 26.3 | 3.9
Cc1cc(C)n2nc(C(=O)OCC(=O)N3CCC3)nc2n1 | -12.5 | -0.8 | 3.6 | 17.4 | -0.2 | 13.2 | 4.0 | 3.9 | -6.3 | -10.8 | 18.3
O=c1[nH]c(=O)n(-c2ccccc2)c2c1C(C(F)(F)F)(C(F)(F)F)N=C(C1CCCCC1)N2 | 3.3 | 4.6 | 0.1 | -1.1 | -12.4 | -15.9 | 25.0 | -9.0 | -3.0 | 18.7 | 6.4
Cc1cc(Br)cn2c(Cc3ccccc3C(F)(F)F)c(-c3ccccc3)nc12 | x | x | x | 14.3 | x | 9.2 | 0.5 | x | 29.6 | x | 17.8
O=C(Cc1ccccc1)N(c1ccccc1)c1ccccc1 | -24.3 | 5.2 | 7.6 | -1.5 | 22.6 | -52.8 | 9.1 | -22.2 | -1.6 | -20.5 | -18.5
Cc1cccc(NC(=O)CSCC(=O)Nc2ccccc2C(=O)N2CCCCC2)c1 | -8.6 | -7.0 | -17.5 | -10.8 | -12.3 | 1.9 | -4.5 | -3.9 | 1.6 | -22.4 | -0.7
COC(=O)c1ccc(C23CC4(C2)[C@H](CN(Cc2ccc(C(F)(F)F)cc2)[C@@H]4c2ccccc2)C3c2ccccc2)cc1 (stereo not given in full) | -13.7 | 6.3 | -7.1 | 4.7 | 16.5 | x | 0.2 | 4.5 | 6.3 | 7.8 | -16.4
CCc1ccc(C(=O)NCc2ccc(Cl)cc2Cl)cc1 | 9.6 | -3.9 | 3.5 | 1.1 | 5.9 | 0.4 | -12.1 | 0.2 | -34.5 | -1.9 | -31.1
COc1ccc(NC(=S)NN(C)C(=S)Nc2ccc(OC)cc2)cc1 | -10.9 | 19.6 | -7.3 | -17.1 | -6.5 | -13.1 | 0.4 | 3.4 | -17.3 | 15.9 | -20.7
Fc1ccc(-c2csc(-c3ccncc3)n2)cc1 | -4.7 | -16.0 | -18.5 | 19.8 | 20.7 | -21.3 | 8.6 | -52.0 | -32.9 | -59.4 | -26.7
Cn1c(=O)cc(SCC(=O)N2CCN(c3ccccc3)CC2)c2ccccc21 | -13.6 | 2.6 | -19.3 | 11.2 | 5.6 | -8.1 | -0.3 | -7.5 | -15.9 | -22.2 | -1.8
CCN(CC(=O)Nc1c(F)cccc1F)C(=O)c1ccc2ccccc2n1 | 5.8 | 0.2 | 3.1 | 4.7 | 16.9 | -23.7 | 12.7 | 5.0 | -8.4 | -1.4 | 8.2
Cc1ccc(N2CC(O)=C(c3nc4ccccc4c(=O)[nH]3)C2=N)cc1C | 23.6 | -8.8 | 1.1 | -0.8 | 5.8 | 14.5 | 14.2 | -31.5 | 1.1 | -14.3 | -0.8

Source: PubChem (several laboratories)
